sPLA2-III inh – Blocks human group III sPLA2 activity; inhibition, % at 12.2 µM; QFRET BODIPY PC-A2 liposome hydrolysis, fluorescence; Q9NZ20; AID 743126; actives 0.56% (n = 370,000);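 active = inhibition above mean plus 3 SD of compounds lying within the high and low control bounds, cut at about 19% in these data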;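 note: 0% = median of test compound wells and 100% = no enzyme DMSO wells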
ARFGAP1 inh – inhibits rat ARF GTPase activating protein 1. actives 0.26% (n = 360,000). inhibition, % at 16.5 µM. Q62848. Arfgap1-stimulated ARF1 GTP hydrolysis, GDP FP detection;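 active = inhibition above a per-plate limit, mean inhibition of low control wells plus 3 SD, cut at about 25% in these data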;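 note: 0% = DMSO wells with enzyme and 100% = wells lacking Arfgap1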
Target sequence (Q62848 1-136 limits assumed): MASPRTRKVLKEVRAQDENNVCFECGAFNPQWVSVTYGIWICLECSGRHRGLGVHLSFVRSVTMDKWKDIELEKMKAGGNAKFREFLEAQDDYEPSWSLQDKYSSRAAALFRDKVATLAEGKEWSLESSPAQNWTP
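system = rat Arfgap1 catalytic domain, aa 1-136 | technique = FP, GDP Alexa 633 tracer displaced from anti-GDP antibody, 620/688 nm | compound = one concentration, 16.5 µM, DMSO 1.26% | medium = HEPES-based buffer, pH 7.5 | timing = compound-enzyme preincubation 20 min, reaction 120 min, detection 60 min, 25 °C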
ADAM10 inh – ADAM10 inhibition, QFRET primary screen. recombinant ADAM10, EDANS/DABCYL FRET peptide cleavage, 3 h. inhibition, % at 7 µM. actives 0.62% (n = 370,000). AID 720582;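 active = inhibition above a per-campaign cutoff equal to the mean of compounds falling between control-based bounds plus 3 SD, cut at about 20% in these data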;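 note: 0% = DMSO wells while the 100% control is not disclosed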
ASAP1 GAP inh – ASAP1 ArfGAP inhibition; Q9ULH1; ASAP1-stimulated ARF1 GTP hydrolysis, GDP FP detection; inhibition, % at 16.5 µM; actives 0.19% (n = 360,000); AID 624377; in the data active = inhibition above about 25%;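 note: 0% = vehicle with enzyme and substrate and 100% = no enzyme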
Target sequence (Q9ULH1 325-724 limits assumed): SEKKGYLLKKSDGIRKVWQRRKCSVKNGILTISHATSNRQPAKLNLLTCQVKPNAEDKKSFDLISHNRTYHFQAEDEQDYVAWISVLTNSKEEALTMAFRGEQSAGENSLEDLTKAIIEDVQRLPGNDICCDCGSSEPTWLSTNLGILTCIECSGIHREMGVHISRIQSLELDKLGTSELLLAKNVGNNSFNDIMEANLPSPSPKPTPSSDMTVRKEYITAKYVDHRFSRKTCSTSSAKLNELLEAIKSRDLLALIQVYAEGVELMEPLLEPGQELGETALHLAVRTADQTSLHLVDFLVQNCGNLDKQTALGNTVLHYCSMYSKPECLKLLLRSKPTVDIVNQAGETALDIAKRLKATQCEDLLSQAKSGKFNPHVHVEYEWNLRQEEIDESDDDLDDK
proKLK7 act – activates the human kallikrein-7 zymogen. P49862. purified proKLK7, EDANS-DABCYL substrate fluorescence; 100% is mature enzyme control, 0% vehicle. activation, % at 7 µM. actives 0.9% (n = 370,000);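 active = activation above the mean of all tested compounds plus 3 SD, computed per campaign excluding outliers beyond control limits, cut at about 13% in these data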
Target sequence (P49862 whole entry, looked up): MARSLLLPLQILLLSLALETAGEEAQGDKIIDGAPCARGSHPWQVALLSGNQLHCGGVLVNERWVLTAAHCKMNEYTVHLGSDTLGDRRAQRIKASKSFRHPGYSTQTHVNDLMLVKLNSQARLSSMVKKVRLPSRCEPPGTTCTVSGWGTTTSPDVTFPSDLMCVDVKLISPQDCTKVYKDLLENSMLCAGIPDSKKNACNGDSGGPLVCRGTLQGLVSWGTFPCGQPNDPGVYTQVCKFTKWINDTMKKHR
DDE Tn6 FP inh – disrupts Tn6 cyclic peptide binding to fibrin D-Dimer-E complex. P02675. Fibrin DD(E) TRITC-Tn6 fluorescence polarization displacement. inhibition, % at 8.3 µM. actives 0.21% (n = 370,000). AID 720509;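 active = inhibition above a per-campaign cutoff: mean of compounds within control limits plus 3 SD, cut at about 15% in these data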;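 note: 0% = median of all compound wells on the plate and 100% = blocking peptide control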
rCAG RNA binder – r(CAG) repeat RNA binding; TO-PRO-1 dye displacement fluorescence; inhibition, % at 3 µM; actives 1.3% (n = 370,000);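 active = inhibition above the plate cutoff, the mean of all test compounds on that plate plus 3 SD, cut at about 35% in these data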;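 note: 0% = DMSO alone and 100% = 100 µM mitoxantrone as full dye displacement; higher means more dye released from RNA so lower well fluorescence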
GAA850 FXN act – frataxin GAA850 promoter activation. actives 0.56% (n = 360,000). HEK293 lucGAA850 FXN promoter luciferase reporter, 24 h; percent of 10 µM SAHA response. activation, % at 6 µM;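 active = activation above the average of all compounds screened plus 3 SD, cutoff fixed separately per campaign, cut at about 7.5% in these data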;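 note: 0% = DMSO wells and 100% = 10 µM SAHA wells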
NPR2 activator – GC-B (human) receptor activation; P20594; HEK293-GC-B cells, CNP EC30, cGMP TR-FRET; 0% at EC30 CNP, 100% saturating CNP; activation, % at 10 µM; actives 0.11% (n = 370,000);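 active = activation at 10 µM reaching about 35% in either raw or pattern-adjusted values, limit read from the data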
NPR1 activator – GC-A (human) enzyme activation; P16066; HEK293 GC-A cells, cGMP TR-FRET, EC30 ANP; 0% at EC30 ANP, 100% saturating ANP; activation, % at 10 µM; actives 0.14% (n = 370,000); AID 1671463; in the data active = activation above about 40%
Starred values were filed as active, the others as inactive; i = inactive; . = not tested or not shown.

Fields: ARFGAP1 inh | sPLA2-III inh | NPR2 activator | rCAG RNA binder | proKLK7 act | GAA850 FXN act | ASAP1 GAP inh | DDE Tn6 FP inh | ADAM10 inh | NPR1 activator
#1 CCn1c(/C=N/Nc2ccc(C(=O)O)cc2)nc2ccccc21
 : -3 | 5 | 1 | 5 | -0.6 | 6.1 | -9 | 8 | 1 | 3
#2 O=C(NC1CCCCC1)N1CCSC1=Nc1ccccc1
 : -2 | -3 | -3 | -6 | 0.7 | 1.5 | 1 | 3 | -1 | -1
#3 O=C(Nc1ccon1)c1cccc(S(=O)(=O)N2CCCC2)c1
 : 5 | 3 | 1 | 4 | 0.1 | 1.4 | -12 | 2 | 16 | 0
#4 Cc1ccc(N2CCN(CC(O)COc3ccc([N+](=O)[O-])cc3)CC2)cc1 (stereo not drawn)
 : 11 | 2 | 1 | -3 | 0.8 | 2.7 | 5 | 2 | -1 | -1
#5 COc1ccccc1CNS(=O)(=O)CCNC1CC1
 : 8 | 15 | -9 | 4 | -0.6 | 0.1 | -13 | 5 | -1 | -1
#6 CC(=O)NC12CC3CC(C1)CC(C(=O)N1CCN(S(=O)(=O)c4cccc(C(F)(F)F)c4)CC1)(C3)C2
 : 12 | 0 | -1 | -6 | 0.3 | -1.4 | 12 | 5 | -8 | 4
#7 NC(CO)c1cn([C@@H](CCC(=O)O)C(=O)N2CCNCC2)nn1 (stereo partly drawn)
 : 1 | 5 | 3 | 1 | -0.7 | 1.7 | -15 | 2 | 8 | -4
#8 O=C(Cn1cnc2c(OCc3ccccc3)ncnc21)NCc1nc2ccccc2[nH]1
 : 4 | -9 | -7 | 1 | 0.5 | 1.1 | -1 | -3 | -4 | -1
#9 COc1cc(C(c2sc3nc(C)nn3c2O)N2CCC3(CC2)OCCO3)cc(OC)c1OC (stereo not drawn)
 : 3 | 2 | 6 | -3 | 1.3 | 2.9 | -6 | 5 | 14 | -1
#10 Cc1ccc(CNn2cn[nH]c2=S)cc1
 : -2 | -2 | -1 | -2 | 0.7 | 0.4 | -2 | 2 | -4 | 3
#11 Cc1ccc(C)c(NC(=O)CCN2C(=O)c3ccccc3C2=O)c1
 : -1 | -2 | 2 | 6 | 0.0 | -0.8 | -4 | -5 | 17 | -4
#12 Nc1ccc(C(=O)c2ccccc2C(=O)O)cc1Cl
 : 0 | -2 | 4 | 0 | -0.1 | 1.1 | -2 | -3 | -2 | 2
#13 CCc1nc(NCC2CCCN2CC)c2nnn(Cc3ccccc3F)c2n1 (stereo not drawn)
 : 1 | -5 | 9 | -3 | -0.1 | 1.6 | -4 | 4 | 5 | 6
#14 CC(=O)Nc1ccc(NC(=O)Cc2ccc(-c3ccccc3)cc2)cc1
 : 7 | 2 | 1 | 2 | -0.9 | 2.0 | 5 | -3 | 7 | -2
#15 c1nc2ccc(Cc3ccc4nc[nH]c4c3)cc2[nH]1
 : -7 | -12 | -1 | 4 | 0.0 | -0.2 | 4 | 3 | 8 | 0
#16 CC(C)CC(=O)Nc1ccc(C(=O)CN2CCC(C)CC2)cc1
 : -13 | -3 | -2 | 4 | 0.2 | -0.3 | 6 | 1 | -13 | 5
#17 Cc1ccc(NC(=O)C2CCCCC2C(=O)O)cc1Cl (stereo not drawn)
 : -1 | 0 | -1 | 2 | -0.7 | 3.4 | 3 | 5 | -1 | 1
#18 O=C(CCCc1nc(-c2ccccc2Cl)no1)NC1CCCC1
 : 3 | 5 | 0 | -2 | 0.0 | -14 | -1 | -3 | 7 | 2
#19 C[C@H]1CN(S(=O)(=O)c2c(F)cccc2F)CCN1S(=O)(=O)c1ccc2c(c1)OCCO2
 : 8 | -13 | 5 | -6 | 0.3 | -1.1 | -6 | -3 | 0 | 0
#20 C/C(=N\NS(=O)(=O)c1ccc(C)c([N+](=O)[O-])c1)c1cccs1
 : 8 | 3 | 0 | 11 | 0.7 | 1.8 | -2 | -2 | 1 | -2
#21 COCCCNC(=S)N1CCN(c2ccccc2)CC1
 : 3 | 5 | -6 | 2 | 0.1 | 3.3 | -3 | -2 | -5 | 3
#22 CCCCC1=NN2CCS(=O)(=O)N=C2S1
 : 1 | 1 | 5 | 1 | 0.4 | -0.7 | 7 | 0 | -1 | 1
#23 O=C(NC1CCCCN(Cc2ccc(Cl)cc2)C1=O)c1cccc([N+](=O)[O-])c1 (stereo not drawn)
 : . | 2 | -6 | 4 | 0.2 | . | . | -3 | -1 | 3
#24 Nc1nc(SCc2cccnc2)c2ncn(C3OC(CO)C(O)C3O)c2n1 (stereo not drawn)
 : 12 | 3 | 2 | 1 | -0.4 | 0.5 | 9 | 4 | -2 | 1
#25 CN1CC(=O)N/C1=N\C(=O)Nc1ccc2c(c1)N(C)C(=O)CS2
 : 8 | 9 | -1 | 4 | 0.1 | -0.2 | -2 | -7 | -7 | 4
#26 CC1Cc2ccccc2N1C(=O)c1ccc2snnc2c1 (stereo not drawn)
 : 5 | 9 | 0 | -6 | -0.4 | 1.4 | 4 | -2 | -1 | -1
#27 Cc1nc(SCc2cccc(C(=O)O)c2)nc2c1CCCC2
 : -4 | -2 | -5 | 9 | 0.2 | -7.1 | 2 | -2 | -9 | -3
#28 COc1ccccc1CNC(=O)COC(=O)Cc1ccc(F)cc1
 : 3 | -5 | 2 | -3 | 0.5 | 0.0 | 3 | -8 | -4 | -2
#29 Cc1cccc(C(=O)Nc2nnc(Cc3ccccc3)s2)c1
 : -6 | 4 | 0 | -3 | 0.1 | 0.4 | 5 | 2 | 6 | -1
#30 COc1ccc(N2CCC(CNC(=S)Nc3c(C)cccc3C)C2)cc1 (stereo not drawn)
 : 5 | 7 | -9 | 1 | 0.2 | -3.0 | 4 | 3 | -5 | -6
#31 CCOC(=O)C1=C(O)C(=O)N(c2ccc(S(N)(=O)=O)cc2)C1c1cccc([N+](=O)[O-])c1 (stereo not drawn)
 : -4 | -1 | 4 | 3 | -0.4 | -0.2 | -4 | 0 | 5 | 1
#32 CCC(Cc1ccccc1)NC(=O)CN(C)S(=O)(=O)c1ccc2c(c1)c(=O)n(C)c(=O)n2C (stereo not drawn)
 : 16 | 9 | -4 | 3 | -0.1 | 0.5 | -4 | -4 | -17 | -7
#33 COc1ccccc1/C=C/C(=O)N1CCc2cc(OC)c(OC)cc2C1C (stereo not drawn)
 : -4 | -7 | 1 | -6 | 0.6 | 1.5 | 9 | -3 | -12 | -7
#34 N#C/C(=C\c1cccc(Cl)c1)c1n[nH]c(Cn2cncn2)n1
 : 6 | -2 | -5 | 3 | -0.3 | -0.7 | 9 | 8 | -31 | 8
#35 O=C(CCCC(=O)OCC(F)(F)C(F)F)Nc1ccc(NC(=O)CCCC(=O)OCC(F)(F)C(F)F)cc1
 : 6 | -5 | 0 | -4 | 0.0 | 0.5 | -11 | -2 | 8 | -1
#36 O=C(Nc1nccs1)C(=O)c1c[nH]c2ccccc12
 : 10 | -1 | -14 | 7 | 0.6 | 4.2 | 3 | -1 | -4 | -7
#37 N=C(N)N1CCc2ccccc21
 : 3 | 12 | 3 | -2 | -0.3 | -1.4 | -6 | -8 | -6 | 2
#38 CCCC1CC(=O)OC1(C)C(=O)CSc1n[nH]c(-c2ccccc2)n1 (stereo not drawn)
 : -16 | -41 | -4 | 14 | 0.4 | . | -12 | -4 | 8 | -2
#39 O=C(c1ccc2c(=O)n3c(nc2c1)CCCCC3)N1CCN(C(c2ccccc2)c2ccccc2)CC1
 : -9 | -18 | 0 | 8 | 0.3 | -3.5 | -8 | -5 | 12 | 1
#40 CN(Cc1ccccc1F)C(=O)c1cccc(NC(=O)CC2SC(N3CCCCC3)=NC2=O)c1 (stereo not drawn)
 : -2 | -22 | 3 | 8 | -0.1 | 2.2 | -6 | -8 | 18 | 1
#41 CCCCc1ccc(N=N/C(C(=O)Nc2ccccc2OC)=C(/C)O)cc1
 : -8 | 4 | 3 | 3 | -0.3 | -0.1 | 5 | -5 | 2 | -4
#42 CN(C(=O)c1ccc(N2CCCCC2)c([N+](=O)[O-])c1)C1CCS(=O)(=O)C1 (stereo not drawn)
 : -3 | 14 | 2 | 0 | -0.2 | 0.9 | -7 | -3 | -15 | -4
#43 Cc1cccc(OCC(C)CN2CCC(C(O)(c3ccccc3)c3ccccc3)CC2)c1 (stereo not drawn)
 : . | -15 | -10 | 1 | 0.0 | . | . | 0 | 1 | -13
#44 COc1cc(NC(=S)NC(=O)c2cc(C)cc(C)c2)ccc1NC(=O)c1cccs1
 : 5 | 10 | 2 | 10 | -0.3 | -0.2 | -8 | 3 | -11 | -4
#45 CCOC(=O)C1=C(C)OC(=Cc2ccccc2)C1=O
 : -1 | -30 | 1 | 7 | 1.5 | -0.9 | 2 | -2 | -8 | -2
#46 COc1ccc(C)cc1NC(=O)NC1CCCCCCC1
 : 10 | 6 | 1 | -6 | -0.3 | -1.0 | -10 | 12 | 4 | 1
#47 O=C(NCc1ccccc1)C(c1ccc(O)cc1)N(C(=O)Cn1nnc(-c2cccs2)n1)c1ccc2c(c1)OCCO2 (stereo not drawn)
 : 2 | -19 | 1 | 21 | -0.2 | -7.2 | 14 | -4 | 11 | 0
#48 Cc1ccc(SCc2cc(=O)n3[nH]c(C)nc3n2)cc1
 : -4 | 5 | -1 | 0 | -0.2 | -0.7 | -4 | 3 | -2 | 2
#49 N/C(CS(=O)(=O)c1ccc(F)cc1)=N\O
 : -3 | 1 | -3 | -1 | -0.5 | -0.5 | 11 | -5 | -1 | 1
#50 Cc1ccccc1N1CCN(S(=O)(=O)c2nnc(NC(=O)c3ccco3)s2)CC1
 : -4 | -3 | -3 | 43* | 0.3 | -0.4 | -10 | 1 | 1 | 7
#51 Cc1ccc(OCCN2CCN(C(=O)CCC(=O)Nc3nnc(C)s3)CC2)cc1
 : 3 | 0 | 7 | -6 | -0.1 | -0.8 | 1 | -7 | -8 | 0
#52 CCN(CC)S(=O)(=O)c1ccc(O)c(C(=O)OCC(=O)N(C)Cc2ccccc2)c1
 : -13 | -7 | -1 | 4 | -0.6 | 0.3 | 2 | -12 | -78 | 1
#53 COc1ccc(CSc2cccc3cccnc23)cc1[N+](=O)[O-]
 : -10 | -5 | -4 | 1 | -0.1 | 3.2 | -6 | 8 | 3 | 0
#54 O=C(c1ccco1)[C@@H]1[C@@H]2C(=O)N(c3ccc(Br)cc3)C(=O)[C@@H]2C2c3ccccc3C=CN21 (stereo partly drawn)
 : -8 | -8 | -12 | 38* | -2.4 | 2.0 | 0 | 4 | 1 | -13
#55 CCCCc1nc2cc(C(=O)N3CCCCC3C(=O)OC)ccc2o1 (stereo not drawn)
 : 2 | -7 | 9 | -11 | 0.5 | 3.3 | -2 | -1 | -12 | 4
#56 Cc1[nH][nH]c(=O)c1[C@@H](c1ccccc1[N+](=O)[O-])C(C#N)C#N
 : 8 | 0 | 1 | 1 | -0.7 | 0.2 | -5 | -4 | -20 | 9
#57 CCCCNC(=O)c1cc2c(=O)n3cccc(C)c3nc2n(Cc2ccccc2)c1=N
 : 4 | 10 | 25 | 4 | -3.9 | 1.2 | -8 | -1 | i | 25

Screening results from PubChem.
